Assay outcomes (PubChem)
L3MBTL1 inh: qHTS Assay for the Inhibitors of L3MBTL1 | Lethal(3)malignant brain tumor-like protein 1 (Homo sapiens), Q9Y468 | AlphaScreen L3MBTL1–H3K9me1 peptide binding | Potency, µM (series often up to 57.1 µM), for the others: top-dose activity, negative = inhibition, actives largely listed as inhibitors | hit rate 0.66% among 230,000 | AID 485360, 2010; further: on the % scale 0 is the no-effect control and ±100 the full control effect; nearly all actives have a fitted effect of over 60% in size
Target sequence (Q9Y468 whole entry, looked up): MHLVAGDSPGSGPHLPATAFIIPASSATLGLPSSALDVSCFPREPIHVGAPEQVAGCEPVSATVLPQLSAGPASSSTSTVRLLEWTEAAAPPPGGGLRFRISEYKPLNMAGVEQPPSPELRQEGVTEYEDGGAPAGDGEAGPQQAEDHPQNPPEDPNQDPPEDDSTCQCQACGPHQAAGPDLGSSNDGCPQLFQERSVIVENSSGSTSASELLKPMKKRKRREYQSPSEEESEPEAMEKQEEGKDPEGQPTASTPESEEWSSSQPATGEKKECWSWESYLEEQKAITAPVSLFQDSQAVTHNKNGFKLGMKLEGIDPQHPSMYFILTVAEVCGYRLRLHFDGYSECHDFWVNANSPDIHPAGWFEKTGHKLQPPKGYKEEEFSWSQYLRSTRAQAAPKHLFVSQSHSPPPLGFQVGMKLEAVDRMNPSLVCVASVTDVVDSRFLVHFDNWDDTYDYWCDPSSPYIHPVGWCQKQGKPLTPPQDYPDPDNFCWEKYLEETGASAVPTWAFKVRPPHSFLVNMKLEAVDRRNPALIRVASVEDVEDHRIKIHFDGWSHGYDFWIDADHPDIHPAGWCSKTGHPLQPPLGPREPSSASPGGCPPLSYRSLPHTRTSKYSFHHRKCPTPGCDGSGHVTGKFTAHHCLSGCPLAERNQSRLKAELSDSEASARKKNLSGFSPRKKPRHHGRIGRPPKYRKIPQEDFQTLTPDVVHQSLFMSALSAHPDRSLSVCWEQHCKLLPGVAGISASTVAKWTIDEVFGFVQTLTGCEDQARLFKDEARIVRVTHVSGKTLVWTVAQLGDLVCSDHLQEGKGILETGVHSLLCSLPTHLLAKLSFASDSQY
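AlphaScreen assay: L3MBTL1 (50 nM final) was preincubated 30 min at room temperature with biotinylated H3(1-15)K9me1 peptide (75 nM final), then 30 min with library compounds; streptavidin donor and nickel chelate acceptor beads (10 ug/mL final) added, 30 min dark.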
TR SRC2 fluor cs: Total Fluorescence Counterscreen for Inhibitors of the Interaction of Thyroid Hormone Receptor and Steroid Receptor Coregulator 2 | TRb/SRC2 Texas Red total fluorescence interference | Potency, µM (doses to about 106 µM), inactives show at the highest dose fluorescence change, negative = quenching | hit rate 0.29% among 280,000; active means well fitted curve in either direction with a large enough effect; inconclusive means small, poorly fitted or top-dose-only effect; further: on the % scale 0 is the no-effect control and ±100 the full control effect
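Human TRβ ligand-binding domain (0.6 uM) and Texas Red SRC2 peptide (20 nM) in Tris buffer with 1 uM T3 and 5% DMSO were incubated with pinned compound for 5 hr at ambient temperature. Total fluorescence was computed as S + 2P (555/632 nm).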
Tau fibril FP: qHTS for Inhibitors of Tau Fibril Formation, Fluorescence Polarization; K18 P301L tau heparin fibrillization, Alexa594 FP, 6 h; Potency, µM (doses to about 57.7 µM), inactives show top-dose activity, negative = inhibition, actives largely listed as inhibitors; AID 1468, 2008; hit rate 0.39% among 280,000; Microtubule-associated protein tau (Homo sapiens), P10636; further: on the % scale 0 is the no-effect control and ±100 the full control effect; nearly all actives have a fitted effect of over 55% in size
Target sequence (P10636 561-689 P618L limits assumed): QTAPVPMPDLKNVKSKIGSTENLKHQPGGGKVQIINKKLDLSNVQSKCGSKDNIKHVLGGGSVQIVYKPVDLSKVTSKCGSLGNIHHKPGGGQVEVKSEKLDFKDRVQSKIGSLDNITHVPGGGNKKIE
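FP of Alexa 594-tau after heparin (20 uM) induction. Substrate: human K18 P301L, 15 uM unlabeled, 0.24 uM labeled. Buffer 100 mM sodium acetate pH 7. 6 hr, 37 C.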
RECQ1 helicase: qHTS Assay for Inhibitors of RecQ-Like Dna Helicase 1 (RECQ1). ATP-dependent DNA helicase Q1 (Homo sapiens), P46063. RECQ1 DNA unwinding, red fluorescence kinetic read. Potency, µM (doses to about 57.3 µM), for inactives: top-dose activity, negative = inhibition, hits mostly inhibitors. hit rate 0.54% among 240,000. AID 2549, 2010;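 further: plate controls were vehicle for no effect and no enzyme for full effect; nearly all actives have a fitted effect of over 30% in size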
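RECQ1T1 50 nM; forked duplex (20 bp + 30-nt ss tails) 200 nM, ATP 2 mM final; pH 8.0, 2 mM MgCl2, 2.5 ug/ml poly(dI-dC); 15 min compound preincubation; discontinuous kinetic read over 2 h at RT.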
Tau ThT inhib: qHTS for Inhibitors of Tau Fibril Formation, Thioflavin T Binding; recombinant tau K18 P301L, heparin-induced fibrillization, ThT fluorescence; Potency, µM (highest dose often 57.4 µM), for inactives: at the top dose activity, negative = inhibition, usual class: inhibitors; hit rate 2.1% among 270,000; Microtubule-associated protein tau (Homo sapiens), P10636; further: on the % scale 0 is the no-effect control and ±100 the full control effect; nearly all actives have a fitted effect of over 55% in size
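Tau K18 P301L fragment (15 uM unlabeled plus 0.24 uM Alexa 594-labeled) in 100 mM sodium acetate pH 7 with compound, fibrillization induced by 20 uM heparin for 6 hr at 37 C. Thioflavin T (30 uM) added, fluorescence read after 1 hr (ex 450, em 510 nm).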
Tau fluor cs: Counterscreen qHTS for Inhibitors of Tau Fibril Formation, Fluorescence Polarization; AID 1463, 2008; Potency, µM (highest dose often 57.7 µM), without a hit: at the top dose activity change, negative = decrease; tau K18 P301L Alexa594 fluorescence, heparin fibrillization; hit rate 0.93% among 280,000; further: on the % scale 0 is the no-effect control and ±100 the full control effect; nearly all actives have a fitted effect of over 55% in size
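Human tau K18 P301L (15 uM unlabeled, 0.24 uM Alexa 594-labeled) in 100 mM sodium acetate pH 7 with 20 uM heparin, 6 hr at 37 C. ThT 30 uM added, 1 hr ambient; Alexa 594 FP and total fluorescence read at 555/632 nm.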
TRb SRC2 PPI: qHTS for Inhibitors of the Interaction of Thyroid Hormone Receptor and Steroid Receptor Coregulator 2; TRbeta-SRC2 peptide binding, fluorescence polarization; receptor liganded with 1 µM T3; Potency, µM (doses to about 106 µM), for the others: at the top dose activity change, negative = inhibition, hits mostly inhibitors; AID 1469, 2008; hit rate 0.065% among 280,000; Thyroid hormone receptor beta (Homo sapiens), P10828;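 further: plate controls were bound peptide for no effect and peptide without receptor for full effect; nearly all actives have a fitted effect of over 50% in size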
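Human TRb ligand-binding domain (0.6 uM) is mixed with 20 nM Texas Red SRC2 peptide and 1 uM T3; after compound addition and 5 hr at ambient temperature, polarization is measured and normalized to unbound and bound controls.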
HTT cytoprotect: qHTS Multiplex Assay to Identify Dual Action Probes in a Cell Model of Huntington: Cytoprotection (ATP); hit rate 0.14% among 230,000; AID 1471, 2008; Potency, µM (titrated, usually from 56.4 µM), without a hit: cytoprotection (ATP increase), usual class: activators; PC12 HTT-Q103 induced, cytoprotection, ATP luminescence, 40 h;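 further: % of control where 0% means no effect; nearly all actives have a fitted effect of over 45% in size; toxic huntingtin expression switched on by the ecdysone agonist tebufenozide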
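Huntington model: PC12 line, ecdysone-inducible HTTQ103 exon1–GFP, tebufenozide 100 nM. Test articles in a dose series. Endpoint luminescence from cellular ATP.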
Numbers without * were called inactive; i = inactive; ? = inconclusive; / = no result given; & = joins results of further samples; [ ] = remark or other dose. Unless noted, the call rests on the fitted dose curve; in most records, active means well fitted curve in the direction sought with a large enough effect; inconclusive means small, poorly fitted or top-dose-only effect, or another doubt; inactive means no such curve, though single readings can be large; an effect the other way counts as inactive or inconclusive. Potency means the concentration at half of the fitted maximal effect.

Results follow in this order: L3MBTL1 inh	RECQ1 helicase	TR SRC2 fluor cs	TRb SRC2 PPI	HTT cytoprotect	Tau fluor cs	Tau ThT inhib	Tau fibril FP
Cc1ccccc1NC(=O)c1ccc(F)c(S(=O)(=O)N2CCN(c3ccccn3)CC2)c1
  3.8%	-2.0%	-1.4%	-18.5%	-10.3%[0.074 µM]	-27.9%	-10.2%	-7.8%
COc1ccc(-c2cn3cc(C)ccc3n2)cc1Br
  -14.4%	-0.7%	-2.6%	-0.6%	-43.2%[10 µM]	-14.5%	16.7%	-5.6%
COc1cccc(NC(=O)CCN2C(=O)c3ccccc3S2(=O)=O)c1
  /	-4.6%	0.2%	2.0%	-0.7%	-6.8%	-6.9%	-4.8%
CCOc1ccc(OCCOCCOc2ccccc2Cl)cc1
  53.9%[activator]	-9.6%	-1.7%	-9.0%	2.2%[10 µM]	-13.9%	-18.7%	10.8%
COc1ccc2c(c1)c(CCN1C(=O)c3ccccc3C1=O)cn2C(=O)c1ccco1
  -8.4%	-3.7%	-1.7%	-2.3%	-21.4%	-18.0%	8.1%	-18.8%
CC(C)(C)OC(=O)N1CCC(c2c(C(=O)N3CCN(c4ncccn4)CC3)cnn2-c2ccc(F)cc2)CC1
  /	/	-23.5%	5.7%	/	-2.3%	-0.3%	-7.3%
CCN(CC)S(=O)(=O)c1ccc(-c2nnc(SCC(=O)N3CCOCC3)o2)cc1
  -1.2%	-3.2%	-3.2%	-1.7%	-20.3%[10 µM]	2.1%	4.9%	-10.0%
COc1ccc(OC(C)C(=O)Nc2cccc([N+](=O)[O-])c2)cc1 (configuration not stated)
  -2.3%	-8.7%	-2.9%	1.6%	-7.9%[10 µM]	-7.7%	-7.7%	-1.6%
CCn1c(C)nc2cc(-c3nc4n(n3)Cc3ccccc3-4)ccc21
  4.4%	14.5%	0.1%	-5.3%	-108.3%[inhibitor][10 µM]	-9.3%	?	?
COc1cc(NC(=O)CSc2cc(C)c3cc(C)cc(C)c3n2)c(C(=O)O)cc1OC
  /	6.1%	-1.2%	-0.9%	15.1%[10 µM]	-2.7%	/	-18.1%
COc1ccc(NC(=O)c2sc3nc(C)c(C(=O)Nc4ccc(Cl)cc4)c(-c4ccc(Br)cc4)c3c2N)cc1
  /	/	1.1%	3.1%	/	-21.7%	?	?
O=c1[nH]ncc(N/N=C\c2cccnc2)c1Cl
  4.4%	3.0%	-1.4%	-3.1%	18.9%[10 µM]	-4.7%	-8.6%	-4.0%
CC(=O)c1ccc(N=C2SCCCN2C(=O)C2CCCC2)cc1
  /	5.9%	0.4%	3.2%	-33.5%[inhibitor]	-9.8%	-5.7%	-1.9%
Cc1cc(C(=O)NCc2cc(F)cc3c2OCOC3)nn1C
  3.5%	-11.1%	-3.2%	0.7%	16.1%[10 µM]	-1.5%	-3.6%	3.7%
CC(C)Nc1nnc(SCC(=O)NCc2ccc3c(c2)OCO3)s1
  ?	24.0%	-2.0%	2.0%	-25.3%	1.8%	0.9%	3.3%
Cc1cc(NC(=O)CN2CCCCC2)no1
  25.5%	-2.9%	0.1%	3.9%	-8.2%	-6.8%	-4.0%	-0.2%
CCCOc1ccc(CNC(=O)Cn2ncn3c(cc4sc(CC)cc43)c2=O)cc1
  /	/	8.5%	5.2%	/	-1.8%	?	-10.8%
COc1ccc(CNCCc2ccccc2)cc1OCC(N)=O
  -0.8%	4.1%	0.2%	-6.7%	-23.5%	10.3%	4.5%	9.3%
CO/N=C(\Cn1ncc(N2CCCC2)c(Br)c1=O)c1ccc(Cl)cc1
  /	i	1.9%	-12.7%	-3.1%	-8.7%	-12.3%	-8.9%
CCc1ccccc1NC(=O)CSc1nnc([C@H](CCSC)NC(=O)OC(C)(C)C)o1
  -4.0%	20.2%	-2.5%	2.7%	-13.0%[0.074 µM]	-3.3%	6.1%	-5.8%
CCC1=C(OC(=O)N(CC)CC)N2C(=O)OC(=NCCc3c[nH]c4ccccc34)[C@]2(C)[C@H]2C1=CC[C@H]1C(=O)N(CC(=O)OC)C(=O)[C@H]12
  /	-0.5%&-6.2%	-2.7%&-3.1%	1.3%&2.2%	-22.3%	?	?	3.5%&7.6%
Cc1cc(N2CCCC2=O)cc(C)c1CN1C(=O)c2ccccc2C1=O
  -22.2%	-0.7%	-3.8%	-19.1%	4.9%	-6.4%	0.7%	-13.7%
Cc1cc(C)c(C)c(S(=O)(=O)N2CCN(C)CC2)c1C
  -10.2%	28.0%	-4.3%	-3.3%	-37.3%[inhibitor]	-5.1%	1.5%	-6.9%
CCCCOC(=O)NC1(C)CCS(=O)(=O)C1 (configuration not stated)
  3.4%	-0.9%	-1.2%	-5.1%	13.1%[10 µM]	2.7%	7.4%	-0.1%
CCCc1ccc(-c2ccc(F)c(N)c2)nc1
  5.4%	-12.6%	-1.6%	-2.5%	-79.5%[inhibitor]	-8.9%	-10.1%	5.1%
CCOc1ccc(-c2cc(C(=O)NCC3CCCO3)c3ccccc3n2)cc1 (configuration not stated)
  6.9%	-0.2%	-0.4%	-10.5%	-17.8%[10 µM]	-22.2%	-12.5%	8.6%
N#Cc1nc(-c2ccco2)oc1N1CCCC1
  /	i	-2.3%	-7.5%	-15.8%[0.074 µM]	-7.3%	-10.3%	-4.7%
COc1ccc2nc(Nc3nc(CSc4nnnn4-c4ccccc4)cc(=O)[nH]3)nc(C)c2c1
  /	i	-1.7%	1.8%	2.3%	-14.6%	?	-7.5%
Cc1ccc(-n2ncc(C(=O)N3CCc4ccccc4C3)c2NC(=O)c2ccco2)cc1C
  -19.2%	2.8%	1.6%	11.0%	-17.9%[0.074 µM]	0.6%	-2.8%	1.8%
CCOC(=O)c1oc2cc(OCC(N)=O)ccc2c(=O)c1-c1ccc(OC)c(OC)c1
  5.8%	5.3%&-9.4%	0.5%&-1.6%	-2.2%&-1.6%	10.4%[10 µM]	-9.2%&-9.6%	-6.0%&-10.2%	-13.1%&1.1%

Structural class: the compounds so far containing fluorine
Results follow in this order: L3MBTL1 inh	RECQ1 helicase	TR SRC2 fluor cs	TRb SRC2 PPI	HTT cytoprotect	Tau fluor cs	Tau ThT inhib	Tau fibril FP
Cc1ccccc1NC(=O)c1ccc(F)c(S(=O)(=O)N2CCN(c3ccccn3)CC2)c1
  3.8%	-2.0%	-1.4%	-18.5%	-10.3%[0.074 µM]	-27.9%	-10.2%	-7.8%
CC(C)(C)OC(=O)N1CCC(c2c(C(=O)N3CCN(c4ncccn4)CC3)cnn2-c2ccc(F)cc2)CC1
  /	/	-23.5%	5.7%	/	-2.3%	-0.3%	-7.3%
Cc1cc(C(=O)NCc2cc(F)cc3c2OCOC3)nn1C
  3.5%	-11.1%	-3.2%	0.7%	16.1%[10 µM]	-1.5%	-3.6%	3.7%
CCCc1ccc(-c2ccc(F)c(N)c2)nc1
  5.4%	-12.6%	-1.6%	-2.5%	-79.5%[inhibitor]	-8.9%	-10.1%	5.1%

Continuation.
Results follow in this order: L3MBTL1 inh	RECQ1 helicase	TR SRC2 fluor cs	TRb SRC2 PPI	HTT cytoprotect	Tau fluor cs	Tau ThT inhib	Tau fibril FP
CN1C(=O)CSc2ccc(NC(=O)N3CCc4ccccc43)cc21
  -0.5%	i	0.6%	0.5%	1.6%	-0.7%	-1.6%	4.6%
O=C(NCc1cccnc1)c1ccc(COc2cccc3ccccc23)o1
  -14.0%	-6.8%	-3.9%	-4.1%	-101.2%[inhibitor]	-24.0%	?	-2.1%
Cc1nc(-c2ccc(C(=O)N3CCCC3)cc2)cs1
  /	10.3%	5.8%	-4.7%	-86.3%[inhibitor]	-5.7%	-10.9%	-1.1%
Cc1ccc(NC(=O)CSc2nc3ccc(NC(=O)CCc4ccccc4)cc3s2)c(C)c1
  /	/	1.3%	-1.8%	/	-28.7%	-6.7%	?
CCc1ccccc1NC(=O)c1cnc2sc(N3CCCC3)nn2c1=O
  /	/	35.5µM*[quencher]	-15.9%	/	-12.7%	-10.5%	-8.5%
Cc1ccc2nc(SC(C(=O)Nc3ccc(F)cc3)c3ccccc3)[nH]c2c1 (configuration not stated)
  5.6%	-0.9%	3.4%	10.6%	6.3%[10 µM]	-27.1%	5.5%	?
COc1ccc(CCNC(=O)Cc2c(C)c3c(cc(C)c4c(C)c(C)oc43)oc2=O)cc1OC
  /	/	0.1%	-1.4%	/	-7.6%	2.3%	-5.8%
COc1cc(CC(=O)OCC(=O)NC2CC2)cc(OC)c1OC
  /	i	1.0%	-4.6%	-7.7%	-1.5%	6.4%	-9.9%
O=C(/C(=N\Nc1ccc(Br)cc1)Sc1nnnn1-c1ccccc1)c1ccccc1
  -14.0%	-8.1%	-1.1%	10.3%	3.2%[10 µM]	?	-19.3%	1.7%
COc1cc(/C=N/Nc2cc(C)nc(NS(=O)(=O)c3ccccc3)n2)ccc1O
  /	-6.9%	-20.5%	6.2%	6.4%[10 µM]	?	/	0.3%
Cc1cccc(C(=O)N/N=C/c2ccc3c(c2)OCO3)n1
  2.3%	i	1.2%	-1.6%	-10.6%	-7.1%	?	-3.9%
COc1ccc2c(=O)cc(-c3cccnc3)oc2c1OC
  /	12.8%	-4.7%	1.3%	-12.7%[10 µM]	-3.7%	-6.1%	-1.4%

A portion of the library. The share of hits here may be higher or lower than overall.
